Screens deposited in PubChem by several laboratories.
Lipid droplet: modulators of hepatic lipid droplet formation; AML12 mouse hepatocytes, oleate lipid droplets, BODIPY imaging; inhibition, % at 6.5 µM; 0.4% of 240,000 active; AID 1656;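 active = lipid droplet intensity inhibited by at least 50%, with more than 500 cells counted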
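Assay system: AML12 mouse liver cells | Compound dosing: One dose, 6.5 µM compound | Read-out basis: Droplet intensity reduction, % inhibition | Measured by: Fluorescence imaging, 20x objective, two fields per well | Schedule: Overnight treatment with compound plus oleate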
WT yeast gro inh: growth inhibition of WT yeast, mitochondrial fusion screen; mitochondrial fusion phenotypic screen, WT strain; inhibition, % at 10 µM; 2.1% of 190,000 active; in the data active = inhibition above about 58%; tested in S. cerevisiae
bCat nuc transl: alters nuclear translocation of beta-catenin in HeLa cells. immunofluorescence imaging. nuclear translocation activity, % at 5 µM. 0.3% of 190,000 active. AID 1665;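 active = nuclear translocation activity above 50% at 5 µM, with a well cell count of 50 or more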;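 also: per-cell ratio of nuclear to cytoplasmic median beta-catenin stain intensity; plate controls were DMSO negative control for no effect and GSK-3 inhibitor IX positive control for full effect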
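assay system = human HeLa cells, endogenous beta-catenin | times = compound treatment 24 h, 37°C, 5% CO2 | detection = Anti-beta-catenin immunofluorescence on PFA-fixed, Triton-permeabilized cells, DAPI nuclei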
Insulin prom up: MIN6 insulin promoter up-regulation. MIN6 insulin promoter-GFP reporter, high-content imaging; active compounds read high. z-score at 5 µM. 0.3% of 190,000 active;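 active = z-score above 3 at 5 µM with at least 500 cells counted in the well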
Autophagy HCS: alters autophagy in cells. MEF GFP-LC3 puncta imaging; test concentration mostly 10 µM. AID 463193. calls only at 10 µM (by protocol). 0.98% of 190,000 active;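 active = percentage of spot-positive cells more than 3 SD above its plate mean, without a fluorescence outlier flag or 80% toxicity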;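 also: spot-positive cell cutoff set from DMSO-treated cells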
ER stress rescue: rescue of cells from ER stress-induced death, primary screen, 384-well, CSM14.1, thapsigargin, ATP luminescence (AID 1222); 190,000 tested, under 10 active; one-dose cellular ATP content (survival), % at 20 µM; EC50 in µM for titrated hits; CSM14.1 thapsigargin-induced death rescue, ATP luminescence; higher % means a stronger effect;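 active = EC50 below 50 µM in the dose-response confirmation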;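 also: death triggered by thapsigargin at about 15 µM added after 2 h compound pretreatment; cell ATP read after overnight thapsigargin exposure of roughly 18 to 22 hours; normalized against plate controls of thapsigargin alone and 5% DMSO vehicle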
MT stabilize HCS: microtubule stabilizers in HeLa cells; HeLa tubulin immunostaining HCS, 24 h; share of cells brighter than vehicle mean+2SD; 0.83% of 200,000 active; AID 2205; % tubulin-high responders, % at 10 µM;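 active = plate Z-score above 3 for both tubulin-high and condensed-nucleus cell shares, with cell loss under 80%, at 10 µM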;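 also: anti alpha tubulin signal scored within the nucleus-defined area of each cell; some results filed as inactive read as strong as hits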
Dynein cargo inh: blocks dynein driven cargo transport along microtubules; 3617.4 mouse cells, GR-EGFP nuclear translocation imaging; test concentration mostly 20 µM; stimulated with dexamethasone, 1 µM; active compounds read low; AID 1381; z-score, hits read low; 0.47% of 220,000 active;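 active = plate z-score of nuclear minus cytoplasmic receptor signal below a set negative limit, without overly bright fluorescence or cell loss, cut at about -3.5 in these data, passing the limit was not always enough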;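 also: z-score of nuclear minus cytoplasmic ring GR-EGFP intensity difference per well; some compounds called inactive have numbers as strong as hits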
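medium = tetracycline-free induction medium containing charcoal-stripped FBS | also added = 1.0 µM final dexamethasone stimulus | schedule = 48 h induction, 1 h compound, 30 min dex at 37 °C | technique = fixed, Hoechst-stained cells imaged at 10x for EGFP | measure = GR-EGFP nuclear translocation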
XIAP displacement: small molecules displacing peptide from XIAP – biochemical, IAP family, fluorescence polarization (AID 1018); XIAP BIR domain, fluorescence polarization peptide displacement; higher % means a stronger effect; one-dose displacement, % at 20 µM; IC50 in µM for titrated hits; 0.007% of 200,000 active; in the data active = displacement above about 50%; also: a part of the inactive calls stands beside numbers as strong as those of hits
WT yeast gro inh mutant strain: also measured in WT yeast gro inh; calls as there; inhibition, %; mitochondrial fusion phenotypic screen, mutant strain inhibition
Dynein cargo inh cytoplasmic EGFP: recorded beside Dynein cargo inh, whose call it bears; z-score; measured here: cytoplasmic GR-EGFP intensity; active compounds read high
Dynein cargo inh nuclear GR-EGFP: also measured in Dynein cargo inh; calls as there; z-score; measured here: nuclear GR-EGFP intensity;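 lower value marks the stronger effect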
Dynein cargo inh cell count: second read-out of Dynein cargo inh, no call of its own (marks repeat the call); z-score; measured here: cell count per field
Insulin prom up cell count: recorded beside Insulin prom up, whose call it bears; cell count; measured here: cytotoxicity, nuclei count;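 total cells summed across four imaged fields per well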
Lipid droplet cells 6.5 µM: also measured in Lipid droplet; calls as there; cell count; measured here: cell count, cytotoxicity flag;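 cells counted across two imaged fields per well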
bCat nuc transl cell count 5 µM: further read-out of bCat nuc transl, marked with its call; cell count; measured here: cell count, cytotoxicity flag
MT stabilize HCS Hoechst-high %: also measured in MT stabilize HCS; calls as there; % Hoechst-high responders; measured here: nuclear condensation Hoechst responders;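 share of cells brighter than vehicle mean plus two SD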
MT stabilize HCS cytotoxicity %: further read-out of MT stabilize HCS, marked with its call; toxicity, %; measured here: cytotoxicity by cell density;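 0% = mean cell density of plate MIN control wells and 100% = no cells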
Autophagy HCS cell loss 18 h: also measured in Autophagy HCS; calls as there; toxicity, %; measured here: cell loss, nuclei count;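 cell loss after 18 h compound exposure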
Active calls of the source: *; i = inactive; / = not tested or not shown. No enrichment for hits; 4% or so of the library scored in one or more.

Every second line gives: Lipid droplet	Lipid droplet cells 6.5 µM	WT yeast gro inh	WT yeast gro inh mutant strain	bCat nuc transl	bCat nuc transl cell count 5 µM	Insulin prom up	Insulin prom up cell count	Autophagy HCS	Autophagy HCS cell loss 18 h	ER stress rescue	MT stabilize HCS	MT stabilize HCS Hoechst-high %	MT stabilize HCS cytotoxicity %	Dynein cargo inh	Dynein cargo inh cytoplasmic EGFP	Dynein cargo inh nuclear GR-EGFP	Dynein cargo inh cell count	XIAP displacement
1) O=C(c1cc2ccccc2oc1=O)N1CCN(c2ncccn2)CC1
    14	751	-28	-20	/	/	/	/	i	12	-1.3%	2.7	2.0	4.5	-1.5	-0.2	-0.49	1.9	-1.5%
2) COc1ccc(NC(=O)c2ccc(-n3nc(C)cc3C)cc2)cc1OC
    /	/	9	5	1.7	1403	-0.73	1181	i	-7	-1.4%	2.1	1.5	3.4	-0.8	-0.21	-1.1	0.78	-1.2%
3) O=C(CNC(=O)c1ccc(N2C(=O)c3ccccc3C2=O)cc1)OCC(=O)c1cccc2ccccc12
    22	624	-1	-13	-2.8	979	0.26	1326	i	-3	11%	4.9	3.2	1.7	1.3	-0.24	0.72	-0.38	2.8%
4) CCN(CC)S(=O)(=O)c1ccc(N2CCOCC2)c(NC(=O)c2cc(C)cc(C)c2)c1
    -4	598	-6	1	1.6	1065	-0.79	1389	i	-2	-1.1%	3.4	1.6	5.9	-0.97	-0.25	-0.72	0.56	-7.0%
5) CCCc1sc(N/N=C/c2ccccn2)nc1-c1ccc(F)cc1
    14	778	83*	28*	-2.2	966	/	/	i	13	8.0%	1.8	1.3	3.6	1.3	-0.29	0.82	0.21	-4.2%
6) COC1CCN(C(=O)c2ccc(OC3CCN(CCc4ccccc4)CC3)cc2)CC1
    6	677	7	-6	1.2	1487	-0.28	1023	i	-5	1.0%	1.7	2.1	8.2	-1.2	-0.13	-0.64	-0.36	2.0%
7) CCN(CC)c1ccc(C=C2C(=O)OC3(CCCCC3)OC2=O)cc1
    5	674	-3	2	1.9	1058	-0.03	1221	i	-20	/	2.0	2.2	16	-0.76	-0.17	-0.28	0.11	-6.3%
8) CC(C)(CN1CCCCC1)NS(=O)(=O)c1ccc(Cl)cc1
    0	748	20	29	1.0	1172	-0.77	1259	i	-5	-2.5%	3.8	0.4	27	0.67	-0.27	0.68	-0.93	-7.0%
9) Cn1cnnc1SCC(=O)Nc1ccccc1C(=O)NC1CC1
    -3	746	-18	-40	-0.1	1017	0.7	913	i	0	6.7%	1.1	0.8	10	-2.3	0.62	-0.86	1.6	-2.3%
10) O=C(CCSCc1ccc(Cl)cc1)NC1CCCC1
    11	648	15	-1	1.9	1070	0.12	1473	i	37	-2.0%	4.5	1.9	1.9	0.19	-0.27	0.24	0.18	-16%
11) NC(=O)CC(NC(=O)Cc1ccc(Br)cc1)c1ccc(NC2CCCCCC2)c([N+](=O)[O-])c1 (stereo not drawn)
    19	814	/	/	0.1	1318	0.38	876	/	/	/	/	/	/	0.28	-0.81	0.072	0.39	/
12) COc1ccc(-c2ccnc3nc(-n4cccc4)nn23)cc1
    /	/	4	2	0.9	752	-0.57	1001	i	20	-2.5%	2.2	2.2	4.9	-0.14	-0.19	-0.35	-0.11	-3.4%
13) O=C(N1CCOCC1)N(CCN1CCOCC1)Cc1cccc(Cl)c1
    16	747	-1	-4	-4.8	1170	-0.78	1280	i	-3	6.9%	2.9	1.6	3.6	-0.54	-0.27	-0.24	0.91	-4.3%
14) CN(C)c1ccc(/C=N/NC(=O)c2ccc(CN3CCOCC3)cc2)cc1Br
    1	666	-13	4	2.8	1038	0.13	1455	i	2	-1.1%	3.1	2.3	0.3	-0.21	-0.27	0.33	0.34	-3.3%
15) CCNc1nc(SCCOc2ccc(C)cc2)nc(N(C)C)n1
    /	/	11	6	-2.0	1405	-0.37	1503	i	-3	-0.1%	9.0	7.0	2.5	-0.19	-0.069	0.027	0.68	-6.8%
16) Nn1c(SCC(=O)Nc2ccc(S(N)(=O)=O)cc2)nnc1C(F)(F)F
    -4	743	/	/	0.8	1308	-0.13	1181	/	/	/	/	/	/	-1	-0.28	-0.47	1.4	/
17) Cc1ccnc(NC(=O)CCC(=O)N(CC(=O)NC2CCCCC2)c2cccc(C)c2C)c1
    -6	823	8	13	-1.4	973	0.05	1327	i	-5	4.8%	0.6	2.1	7.0	0.23	-0.25	0.37	-0.69	-1.0%
18) Cc1ccc(C(=O)NCCSc2c(C)[nH]c3ccccc23)cc1[N+](=O)[O-]
    24	732	28	11	2.3	493	-0.28	1071	i	2	2.2%	3.3	1.3	4.2	2.8	-0.083	2.7	-1.8	0.0%
19) O=C(CC1=NCCNC(c2ccccc2)C1)c1ccccc1O (stereo not drawn)
    /	/	/	/	-0.7	758	-1.5	1062	i	8	-2.2%	6.7	2.8	2.1	-0.3	-0.2	0.097	-0.044	-1.4%
20) Cc1ccnc2nc(C(=O)OCC(=O)Nc3ccccc3C(C)(C)C)nn12
    -7	677	-14	-7	0.1	1157	-0.02	1313	i	0	0.7%	2.5	2.6	6.4	-0.59	-0.27	-0.21	0.2	-9.0%

Structures listed so far with fluorine, in the order listed:
Every second line gives: Lipid droplet	Lipid droplet cells 6.5 µM	WT yeast gro inh	WT yeast gro inh mutant strain	bCat nuc transl	bCat nuc transl cell count 5 µM	Insulin prom up	Insulin prom up cell count	Autophagy HCS	Autophagy HCS cell loss 18 h	ER stress rescue	MT stabilize HCS	MT stabilize HCS Hoechst-high %	MT stabilize HCS cytotoxicity %	Dynein cargo inh	Dynein cargo inh cytoplasmic EGFP	Dynein cargo inh nuclear GR-EGFP	Dynein cargo inh cell count	XIAP displacement
5) CCCc1sc(N/N=C/c2ccccn2)nc1-c1ccc(F)cc1
    14	778	83*	28*	-2.2	966	/	/	i	13	8.0%	1.8	1.3	3.6	1.3	-0.29	0.82	0.21	-4.2%
16) Nn1c(SCC(=O)Nc2ccc(S(N)(=O)=O)cc2)nnc1C(F)(F)F
    -4	743	/	/	0.8	1308	-0.13	1181	/	/	/	/	/	/	-1	-0.28	-0.47	1.4	/

Next entries:
Every second line gives: Lipid droplet	Lipid droplet cells 6.5 µM	WT yeast gro inh	WT yeast gro inh mutant strain	bCat nuc transl	bCat nuc transl cell count 5 µM	Insulin prom up	Insulin prom up cell count	Autophagy HCS	Autophagy HCS cell loss 18 h	ER stress rescue	MT stabilize HCS	MT stabilize HCS Hoechst-high %	MT stabilize HCS cytotoxicity %	Dynein cargo inh	Dynein cargo inh cytoplasmic EGFP	Dynein cargo inh nuclear GR-EGFP	Dynein cargo inh cell count	XIAP displacement
21) S=C(c1ccccc1)N1CCN(C(=S)c2ccccc2)CC1
    0	531	-10	-13	1.9	884	/	/	i	33	-1.8%	4.5	3.2	6.2	-0.61	-0.28	0.51	0.66	-1.6%
22) Cc1ccc(N(C(=O)C2CCCO2)C2C=CS(=O)(=O)C2)cc1Cl (stereo not drawn)
    -1	785	15	3	-2.0	1191	-0.24	1265	i	-8	-1.6%	2.1	2.5	5.3	0.3	0.28	0.68	-0.4	1.2%
23) Cc1ccsc1C(=O)N1CCCC(CCC(=O)N2CCN(c3ccccn3)CC2)C1 (stereo not drawn)
    -17	668	8	14	-5.4	976	-0.48	1386	i	21	0.1%	4.7	1.9	5.3	-0.3	-0.072	-0.0082	0.37	-1.9%
24) CCCCCN(C(=O)NC(=O)Nc1ccc(C)cc1)S(=O)(=O)c1ccccc1
    18	582	-3	-10	/	/	-0.32	1130	i	-6	-4.3%	2.9	2.9	5.0	-0.071	-0.22	-0.25	0.59	-2.9%
25) COc1ccccc1NC(=O)c1ccc(NC(=O)CN2CCCC2)cc1
    1	690	0	-4	0.0	1090	-0.14	1277	i	5	6.6%	1.9	2.4	6.4	-0.5	-0.21	-0.24	0.22	-4.6%
26) CCNC(=O)CSc1nnc(-c2cccc(S(=O)(=O)N(CC)CC)c2)n1CCc1ccccc1
    /	/	-12	4	-0.8	1338	-1.2	1235	i	16	-0.8%	2.4	2.0	7.3	-0.72	-0.39	-0.13	0.66	/
27) O=C(/C=C/c1c(Cl)nc2ccccn12)N1CCN(c2ccccc2F)CC1
    -9	688	-11	9	-1.9	1126	-0.8	1315	i	-8	-0.4%	3.2	3.0	6.2	1	-0.37	0.72	-0.57	-9.6%
28) CN1CCC(=NNC(=O)C(=O)NC2CCCC2)CC1
    11	770	-16	2	/	/	/	/	i	10	0.0%	2.0	1.5	8.3	0.22	-0.14	0.14	0.24	-1.9%
29) COC(=O)[C@@]1(Cc2ccc(OC)cc2)[C@H]2c3cc(C(=O)N4CCCC4)n(CCO)c3C[C@H]2CN1C(=O)c1ccccc1
    -2	751	2	-5	5.0	446	0.24	891	i	1	-3.2%	4.3	2.7	5.3	-1.5	-0.25	-0.08	0.67	-9.3%
